HSF1 inh: HSF1 inhibitors in luciferase reporter cells, primary screen, cell-based, NIH3T3, luminescence; activity change, negative = inhibition, % at 7.5 µM (by protocol); NIH3T3-HGL HSE-luciferase, MG132-induced, luminescence 8 h; stronger effect = lower value; 300,000 tested, 0.77% active;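 active means more than half of replicate wells show activity change below -50%, luminescence cut by over half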;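 further: luciferase reports HSF-1 transcriptional activity via heat shock element; 0% = median of DMSO wells and -100% = zero luminescence signal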
aSyn UTR inh: MLPCN primary screen, SNCA 5' untranslated region; alpha-synuclein 5'UTR reporter, inhibitor activity; inhibition, % (tested at 7.5 µM); 300,000 tested, 0.82% active; in the data active means inhibition above about 60%;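 further: H4 neuroglioblastoma cells stably carrying SNCA 5'UTR luciferase fusion; 0% = DMSO wells and 100% = positive control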
HSF1 activator: HSF-1 activators, primary screen, NIH3T3-HGL cells, MG132 stress, luminescence, single point; NIH3T3-HGL HSF-1 luciferase reporter, 8 h; 100% = twice DMSO control signal; activation, % at 9 µM; 300,000 tested, 1.7% active;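 active means mean replicate activation of at least 50% with a set share of replicates each reaching 50%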;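 further: 0% = median of the neutral control wells and 100% = twice that signal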
GSK3A inh: blockers of GSK3A enzyme activity – biochemical, luminescence, cell-free homogeneous, HTS, primary screen | Glycogen synthase kinase-3 alpha (Homo sapiens), P49840 | 320,000 tested, 0.1% active | GSK-3 alpha kinase, ADP-Glo luminescence, 60 min | inhibition, % at 10 µM;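 in the data active means inhibition above about 50%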;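 further: GST-tagged GSK-3 alpha with peptide substrate and 25 µM ATP; 0% = DMSO neutral wells and 100% = GW8510 positive control wells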
Target sequence (P49840 whole entry, looked up): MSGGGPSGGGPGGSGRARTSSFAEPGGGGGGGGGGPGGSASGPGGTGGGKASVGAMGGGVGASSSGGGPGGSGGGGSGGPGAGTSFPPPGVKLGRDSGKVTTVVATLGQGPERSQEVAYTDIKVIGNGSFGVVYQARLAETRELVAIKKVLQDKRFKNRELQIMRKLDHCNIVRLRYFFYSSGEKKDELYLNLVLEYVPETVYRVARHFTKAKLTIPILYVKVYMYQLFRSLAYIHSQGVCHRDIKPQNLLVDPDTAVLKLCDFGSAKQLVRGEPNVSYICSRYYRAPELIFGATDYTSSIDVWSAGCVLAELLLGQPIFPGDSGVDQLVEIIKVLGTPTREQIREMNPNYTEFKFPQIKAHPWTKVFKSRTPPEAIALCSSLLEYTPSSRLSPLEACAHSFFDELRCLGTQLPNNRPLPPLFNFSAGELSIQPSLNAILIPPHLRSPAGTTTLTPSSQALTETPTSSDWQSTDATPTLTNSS
KLF5 inh: KLF5 expression inhibitors, primary screen, DLD-1 cells, luminescence | 290,000 tested, 0.23% active | inhibition, % at 5 µM | DLD-1 KLF5 promoter-luciferase reporter;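 active means inhibition above a per-plate limit of that plate's mean compound inhibition plus 3 SD, cut at about 60% in these data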;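 further: 0% = DMSO wells and 100% = LY294002 at 200 µM; higher means less KLF5 promoter-driven luciferase light; inactives centre near -14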
Platelet DG rel: inhibitors of platelet dense granule secretion, primary screen, cell-based, MLPCN, human platelets; human platelet-rich plasma, SFLLRN dense granule ATP release, luminescence; inhibition, %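 (compounds screened at 7.5 µM in platelet-rich plasma)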; 300,000 tested, 0.22% active; AID 1663, 2009;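 active means mean replicate score, as percent of positive control, at or above 50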
IEC-6 tox: cytotoxicity in IEC-6 intestinal epithelial cells, primary screen, cytotoxicity control for KLF5 inhibitor project, cell-based, luminescence; inhibition, % at 5 µM; 290,000 tested, 0.78% active; IEC-6 cytotoxicity, luminescence viability; in the data active means inhibition above about 22%;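 further: 0% = plate median of test compound wells and 100% = cytotoxic reference compound wells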
DYRK1A inh: rat Dyrk1A kinase inhibitors, primary screen, biochemical, single point, plate reader | Dual specificity tyrosine-phosphorylation-regulated kinase 1A (Rattus norvegicus), Q63470 | ADP-Glo luminescence, NFATc1 peptide | inhibition, % at 12.5 µM | 310,000 tested, 0.43% active; in the data active means inhibition above about 50%;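 further: plate controls were vehicle with enzyme for no effect and no enzyme for full effect; many of its hits are not listed in these tables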
HSP90 refold inh: HSP90 inhibitors, primary screen, cell lysate, luminescence; inhibition, % at 5.6 µM; Rabbit reticulocyte lysate, luciferase refolding luminescence, 3 h; AID 1789, 2009; 290,000 tested, 0.91% active;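 active means inhibition above the screen-wide mean plus 3 SD, computed separately per campaign, cut at about 16% in these data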;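 further: 0% = DMSO wells and 100% = 60 µM geldanamycin wells; inhibitors lower the luminescence because luciferase stays unfolded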
GSK3B inh: human GSK3beta kinase inhibitors, primary screen, biochemical, cell-free homogeneous, HTS; GST-GSK3beta kinase, ADP-Glo luminescence, 60 min; stronger effect = lower value; 300,000 tested, 0.038% active; activity score (negative = inhibition), % at 10 µM; Glycogen synthase kinase-3 beta (Homo sapiens), P49841;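 active means more than half of replicate wells score below -50%, meaning over 50% inhibition versus plate controls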;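 further: 0% = median DMSO wells and -100% = median GW8510 positive control wells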
Target sequence (P49841 whole entry, looked up): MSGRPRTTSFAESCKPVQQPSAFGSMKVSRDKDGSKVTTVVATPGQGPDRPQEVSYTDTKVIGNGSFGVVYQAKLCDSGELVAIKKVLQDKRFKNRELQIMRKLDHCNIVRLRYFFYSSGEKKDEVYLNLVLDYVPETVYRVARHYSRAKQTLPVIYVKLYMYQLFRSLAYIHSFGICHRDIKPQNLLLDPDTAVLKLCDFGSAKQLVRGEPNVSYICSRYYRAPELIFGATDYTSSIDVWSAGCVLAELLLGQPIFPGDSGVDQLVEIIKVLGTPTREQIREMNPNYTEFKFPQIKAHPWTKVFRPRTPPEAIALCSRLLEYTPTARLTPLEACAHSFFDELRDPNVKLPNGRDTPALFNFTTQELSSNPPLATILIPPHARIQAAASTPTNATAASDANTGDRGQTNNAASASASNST
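Assay system: GST-fused GSK3beta enzyme, cell-free / Medium: Tris pH 7.5 buffer with MgCl2, DTT, BSA, heparin / Also added: peptide substrate plus 25 µM ATP (final) / Compound: 10 µM single point / Timing: kinase reaction with compound 60 min at room temperature / Detection: ADP-Glo luminescence / Benchmarks: DMSO neutral wells and GW8510 at 20 µM as positive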
* marks the source's active call; other numbers are inactive results; x = no result given.

SMILES	HSF1 inh	aSyn UTR inh	HSF1 activator	GSK3A inh	KLF5 inh	Platelet DG rel	IEC-6 tox	DYRK1A inh	HSP90 refold inh	GSK3B inh
CC(=O)Nc1ccc2c(c1)CN(c1cc(C)ccc1C)CO2	4	8	2	0	-10	7	-2	-5	3	3
COC(=O)C1=C(C)N(Cc2cccnc2)C(=O)/C1=C\c1cccs1	4	-10	1	2	-14	-2	2	x	-1	-2
Cc1nnc(NC(=O)CSc2nc(CC(C)C)nc3c2c(=O)n(C)c(=O)n3C)s1	-9	26	-24	-4	-11	2	-1	12	3	1
COc1ccc(N2CCN(C(=O)CN(c3ccccc3)S(=O)(=O)c3ccc(OC)cc3)CC2)cc1	0	-9	6	0	3	1	1	1	10	2
COc1cc(OC)cc(C(=O)N[C@H](C(=O)Nc2ccc(NC(C)=O)cc2)C(C)C)c1	-3	9	1	1	-20	-7	-10	-8	-1	2
O=C(Nc1ccc(Cl)c(Cl)c1)Nc1ccc(N2CCCC2)c(S(=O)(=O)Nc2ccccc2Cl)c1	10	95*	5	-2	13	1	-5	-6	-2	-1
CSc1nc(N2CCOCC2)c2c(c1C#N)CC(C)(C)OC2	-2	23	-3	8	17	0	3	7	-1	2
CCC(=O)Oc1ccc(NC(=O)c2ccco2)cc1	-1	-15	4	1	-4	13	-3	-3	1	0
CC(C)c1ccc(NC(=O)CSc2nc3ccsc3c(=O)n2CCC(=O)O)cc1	1	11	7	0	-21	-9	-3	-1	3	1
CCOc1cc(C(=S)N2CCN(C)CC2)ccc1OCC(=O)N1CCOCC1	-6	-3	-6	-1	-5	3	-10	0	0	0
CCN(c1ccc(Cl)cc1)S(=O)(=O)c1nnc(NC(=O)C(C)C)s1	-5	14	-12	-3	-3	-1	11	2	2	4
CN(c1ccc(C(=O)NCC2CCCO2)cc1)S(C)(=O)=O (centres undefined)	x	-20	x	-2	18	-7	3	x	5	-1
Cn1ncc(C(=O)Nc2ccc(Cl)cc2)c1C(F)(F)F	-8	6	9	-1	-14	4	0	x	2	-5
CC(=O)c1cccc(OCc2cc(C(=O)NC3CCN(Cc4ccccc4)CC3)no2)c1	-5	-6	1	0	-41	-12	7	3	3	x
CCOC(=O)C1=NOC2C3CC(C12)C1C(=O)N(CCc2ccc(OC)c(OC)c2)C(=O)C31 (centres undefined)	-71*	-1	-79	-2	-17	4	-2	-4	1	2

Profiles, looked up by structure.
Record of CN(c1ccc(C(=O)NCC2CCCO2)cc1)S(C)(=O)=O (centres undefined) : HSF1 inh: x; aSyn UTR inh: -20; HSF1 activator: x; GSK3A inh: -2; KLF5 inh: 18; Platelet DG rel: -7; IEC-6 tox: 3; DYRK1A inh: x; HSP90 refold inh: 5; GSK3B inh: -1
Record of CSc1nc(N2CCOCC2)c2c(c1C#N)CC(C)(C)OC2 : HSF1 inh: -2; aSyn UTR inh: 23; HSF1 activator: -3; GSK3A inh: 8; KLF5 inh: 17; Platelet DG rel: 0; IEC-6 tox: 3; DYRK1A inh: 7; HSP90 refold inh: -1; GSK3B inh: 2
Record of CCOc1cc(C(=S)N2CCN(C)CC2)ccc1OCC(=O)N1CCOCC1 : HSF1 inh: -6; aSyn UTR inh: -3; HSF1 activator: -6; GSK3A inh: -1; KLF5 inh: -5; Platelet DG rel: 3; IEC-6 tox: -10; DYRK1A inh: 0; HSP90 refold inh: 0; GSK3B inh: 0

Additional structures follow.
SMILES	HSF1 inh	aSyn UTR inh	HSF1 activator	GSK3A inh	KLF5 inh	Platelet DG rel	IEC-6 tox	DYRK1A inh	HSP90 refold inh	GSK3B inh
Cc1ccccc1OCC(=O)N/N=C/c1cccc(Oc2ccc([N+](=O)[O-])cc2[N+](=O)[O-])c1	22	8	32	x	22	1	-3	-8	0	-3
C=CCc1cccc2cc(C(=O)NC)c(=O)oc12	-2	-29	22	-3	-16	-19	-2	-1	-1	5
Cc1ccc(N(CC(=O)N2CCc3ccccc32)S(=O)(=O)c2cccs2)cc1	31	10	27	-1	-30	-2	-3	22	-1	-5
O=C(Nc1ccc(F)cc1F)Nc1ccccc1C(=O)NCCN1CCNC1=O	0	-5	12	1	-8	-2	4	x	2	1
COC(=O)c1ccc(OCC2c3cc(OC)c(OC)cc3CCN2C(C)=O)cc1 (centres undefined)	-1	38	-3	9	-16	14	-2	x	0	0
Cc1ccc2oc(=O)n(Cc3ccc(OC(C)C)cc3)c2c1	3	-2	13	-1	-12	6	2	-3	2	x
COc1cc(CN2CCCCCC2)cc(Br)c1O	5	6	21	4	-18	-1	0	x	-2	-22
COc1ccc(C)cc1NC(=O)CN1CCN(S(=O)(=O)c2ccc(Cl)cc2)CC1	-2	11	-6	-1	2	6	5	1	2	2
COc1ccc(S(=O)(=O)N(C)c2ccc(C(=O)N3CCCCC3)cc2)cc1OC	-8	23	-21	-1	3	-3	4	-2	1	1
CN(CCO)CCOCCOc1cccc2ccccc12	-1	15	-2	-4	-8	-2	-4	2	3	-6
O=C1c2cccnc2C(Nc2ccccc2Br)N1Cc1ccco1 (centres undefined)	-9	4	-4	-3	-5	-1	1	-1	3	1
Clc1cccc(Cl)c1CN1CCN(c2ncccn2)CC1	-7	25	-16	0	-26	-3	13	x	-2	0
Oc1ccc(Cl)cc1CNn1cnnc1	3	-7	3	-3	-16	8	8	0	4	3
CCCCOc1ccccc1NC(=O)c1scc2c1OCCO2	-5	5	-9	x	-24	4	-6	x	0	-9
O=C(NC(Cc1ccccc1)C(=O)O)C1CCN(S(=O)(=O)c2cccc(C(F)(F)F)c2)CC1 (centres undefined)	6	8	18	-3	-13	1	-4	-2	0	2
Cc1ccc(CNC(=O)CSc2n[nH]c(N)n2)cc1	-4	-2	21	0	-22	-1	-1	4	2	2
C=CCOc1ccc(C2C(C(=O)c3cccs3)=C(O)C(=O)N2c2nnc(C)s2)cc1 (centres undefined)	32	-50	50	-1	-18	2	-12	x	-4	2
C/C(=N\Nc1nc2ccccc2[nH]1)c1ccc2c(c1)OCCO2	-20	-88	-14	-1	3	2	5	32	5	-1
COc1ccc(NC(=O)c2ccc3c(c2)OCO3)cc1[N+](=O)[O-]	7	-192	24	1	-36	-2	2	-1	-5	-1
Cc1cccc(OCCCC(=O)Nc2ccc(N3CCCCC3)cc2)c1	-3	-8	21	-1	-13	-2	1	0	1	-2
COc1cccc(NC(=O)N2CCC(NC(=O)C(Cc3ccccc3F)NC(C)=O)CC2)c1 (centres undefined)	3	9	14	1	-8	0	-7	0	-2	4
CCC(CC)C(=O)Nc1c2c(nn1-c1ccc(F)cc1)CS(=O)(=O)C2	3	-1	27	6	-18	1	3	-5	0	-1
CCC(c1nnc(SCC(=O)NC2CCCCC2)n1Cc1ccccc1)N(C)C (centres undefined)	3	6	11	-1	x	x	x	-2	x	1
COc1ccccc1NS(=O)(=O)c1cc(NC(=O)c2[nH]c(C)c(C(C)=O)c2C)ccc1N1CCOCC1	0	48	25	0	-10	-13	-16	-12	2	3
COc1cc([N+](=O)[O-])ccc1NC(=O)NCCCN1CCCC1=O	-4	5	-5	1	-4	10	10	5	2	0
COC(=O)N/N=C/c1ccc(/C=N/NC(=O)OC)cc1	-40	14	-54	1	-22	1	-4	4	1	1
O=C(N/N=C/c1ccc(Br)cc1)c1cc[n+](Cc2ccccc2)cc1	-9	12	-11	0	-30	6	0	0	-5	-3
CCOC(=O)c1cnn(-c2ccccc2)c1NC(=O)CN1CCCCC1	-2	-18	15	0	-4	-4	-7	x	1	-2
COC(=O)c1ccc(NC(=O)N2CCCC(C(=O)c3ccccc3OC)C2)cc1 (centres undefined)	-16	-9	-9	4	-14	0	-3	-1	-1	4
CC(NC(=O)/C=C/c1ccc(Br)cc1)c1ccccc1 (centres undefined)	7	4	9	2	-13	12	-2	-2	1	-2
COc1cccc(C(=O)NNC(=O)c2cccc(F)c2)c1	-2	-79	21	-2	-87	-6	-1	x	-7	0
Cc1ccc(NC(=O)C(=O)NCCCN2CCCC2=O)cc1	11	-71	33	1	x	-16	x	14	x	2
CC(=O)OC(C(=O)NC1CCCCC1)c1cccc(F)c1 (centres undefined)	-1	1	-2	-1	10	-5	-1	-1	1	-3

Reformatted with two lines to a compound: entries from further up.
Under each structure – HSF1 inh, aSyn UTR inh, HSF1 activator, GSK3A inh, KLF5 inh, Platelet DG rel, IEC-6 tox, DYRK1A inh, HSP90 refold inh, GSK3B inh
> CC(NC(=O)/C=C/c1ccc(Br)cc1)c1ccccc1 (centres undefined)
    7, 4, 9, 2, -13, 12, -2, -2, 1, -2
> COc1cccc(NC(=O)N2CCC(NC(=O)C(Cc3ccccc3F)NC(C)=O)CC2)c1 (centres undefined)
    3, 9, 14, 1, -8, 0, -7, 0, -2, 4
> C/C(=N\Nc1nc2ccccc2[nH]1)c1ccc2c(c1)OCCO2
    -20, -88, -14, -1, 3, 2, 5, 32, 5, -1
> CCC(c1nnc(SCC(=O)NC2CCCCC2)n1Cc1ccccc1)N(C)C (centres undefined)
    3, 6, 11, -1, x, x, x, -2, x, 1
> CC(=O)OC(C(=O)NC1CCCCC1)c1cccc(F)c1 (centres undefined)
    -1, 1, -2, -1, 10, -5, -1, -1, 1, -3

Bioassay records deposited in PubChem by several laboratories.

This is a subset; rates above refer to the full screens.
